# Compound activity as filed in PubChem BioAssay.
# Mac1 fbg enh: enhancers of CD11b/CD18 adhesion to fibrinogen, primary screen, K562 cells, luminescence | Integrin beta-2 (Homo sapiens) + Integrin alpha-M (Homo sapiens), P05107+P11215 | ATPlite luminescence | activation, % at 10 µM | 0.07% of 93,000 active | AID 1499, 2009;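 active means 10 µM primary screen giving 50% or more activity, confirmed by 40% or more on retest at that dose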; further: strong numbers were not always called active; reference of the scale not given here
# Target sequence (P05107 whole entry, looked up, other chains not shown): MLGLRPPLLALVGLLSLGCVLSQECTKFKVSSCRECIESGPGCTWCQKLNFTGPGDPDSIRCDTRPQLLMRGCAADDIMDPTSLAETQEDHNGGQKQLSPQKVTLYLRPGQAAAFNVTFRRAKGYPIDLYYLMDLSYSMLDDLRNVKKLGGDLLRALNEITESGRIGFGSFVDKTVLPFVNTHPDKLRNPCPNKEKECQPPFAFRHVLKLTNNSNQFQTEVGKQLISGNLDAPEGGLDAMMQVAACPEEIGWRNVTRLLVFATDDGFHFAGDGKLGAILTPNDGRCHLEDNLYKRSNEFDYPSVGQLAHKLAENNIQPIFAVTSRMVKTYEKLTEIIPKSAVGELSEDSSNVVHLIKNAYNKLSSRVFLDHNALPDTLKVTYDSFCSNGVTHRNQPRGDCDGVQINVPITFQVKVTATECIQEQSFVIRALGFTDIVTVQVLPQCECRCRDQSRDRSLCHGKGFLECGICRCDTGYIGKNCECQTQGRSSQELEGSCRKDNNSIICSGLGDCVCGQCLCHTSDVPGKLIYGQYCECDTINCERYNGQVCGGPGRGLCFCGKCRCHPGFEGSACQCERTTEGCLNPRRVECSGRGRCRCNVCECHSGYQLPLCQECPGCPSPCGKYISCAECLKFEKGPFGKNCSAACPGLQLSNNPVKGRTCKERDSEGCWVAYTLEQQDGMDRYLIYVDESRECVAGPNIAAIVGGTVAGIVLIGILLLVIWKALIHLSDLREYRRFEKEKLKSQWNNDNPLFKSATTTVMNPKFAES
# CD11b adhes inh: inhibitors of CD11b/CD18 adhesion to fibrinogen, primary screen, K562 cells, luminescence; Integrin beta-2 (Homo sapiens) + Integrin alpha-M (Homo sapiens), P05107+P11215; ATPlite luminescence; Mn2+ added to activate the integrin; inhibition, % at 10 µM; 0.54% of 93,000 active; AID 1497, 2009;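 active means primary inhibition of 50% or more at 10 µM, then 40% or more on retest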; further: some results filed as inactive read as strong as hits
# * marks the source's active call; other numbers are inactive results. The list is partial, so the mix of outcomes need not match the whole.
SMILES,Mac1 fbg enh,CD11b adhes inh
O=C(c1ccc([N+](=O)[O-])s1)N1CCN(c2cccc(Cl)c2)CC1,0,12
CCC(C)[C@H](NC(=O)Nc1cccc(Br)c1)C(=O)OC (stereo partly drawn),1,-6
O=C(C1=NN(c2ccccc2)C2C(=O)N(c3ccccc3Cl)C(=O)C12)c1ccccc1 (stereo not drawn),11,6
CC1CCCCC1NC(=O)/C(C#N)=C/c1ccc(OCC(N)=O)cc1 (stereo not drawn),-3,-9
COc1ccc(C)cc1-n1nnnc1SCC(=O)NNC(=O)c1ccc([N+](=O)[O-])cc1,0,3
CN(C)C(=O)/C(=C\c1cccc(Oc2ccccc2)c1)NC(=O)c1ccccc1,0,6
COC(=O)c1ccc(OC(=O)CCN2C(=O)C3CCCCC3C2=O)cc1 (stereo not drawn),-4,11
CC1SC(C)C(=O)N(CC(=O)NCc2ccc(F)cc2)C1=O (stereo not drawn),14,-15
CCOC(=O)c1sc2nc(CN3CCN(c4cccc(C(F)(F)F)c4)CC3)[nH]c(=O)c2c1C,1,-34
CC(C)c1ccc(S(=O)(=O)/N=C2/C=C(Sc3ncn[nH]3)C(=O)c3ccccc32)cc1,-4,102*
CCSc1nc2ccc(N3C(=O)C4C5C=CC(C5)C4C3=O)cc2s1 (stereo not drawn),2,-1
O=C(NC(C(=O)c1ccccc1)N1CCCCCC1)c1ccco1 (stereo not drawn),-4,-4
Cc1c(Cl)cccc1NC(=O)Nc1ccc(C(=O)N2CCCC2)cc1,0,10
CC(C)c1ccc(OCC(=O)Nc2ccc(OC(F)(F)F)cc2)cc1,20,6
C=C(C(=O)c1ccccc1)C(c1ccccc1)C(C)C(=O)c1ccccc1 (stereo not drawn),2,34
COc1cc(/C=C(\C#N)c2ccccn2)ccc1OCc1ccc(Cl)cc1,14,0
Clc1ccc(CSc2nnc3ccccn23)c(Cl)c1,2,0
O=C(CCN1C(=O)C2C3CC(C(Br)C3Br)C2C1=O)OCC(=O)c1ccccc1 (stereo not drawn),0,-19
Cc1c(C(=O)Nc2nc3ccccc3[nH]2)oc2ccc(Br)cc12,-2,7
Cc1ccc(OCc2ccc(C(=O)Nc3nc4ccccc4n3C)o2)c([N+](=O)[O-])c1,3,-8
CC(=O)OCCSc1c(-c2ccccc2)c2cc(Cl)ccc2[nH]c1=O,5,0
C=CCNC(=S)NNc1nc2c(c(=O)[nH]1)C1(CCCC1)Cc1ccccc1-2,3,16
CCn1c(COc2ccccc2Cl)nnc1SCC(=O)Nc1ncccc1C,1,-10
COc1ccc(-c2cc(N3C(=O)Nc4ccccc4N3O)n[nH]2)cc1,0,-2
O=C(COC(=O)Cc1c(Cl)cccc1Cl)NCCC1=CCCCC1,2,12

# Some of these compounds in order of the Mac1 fbg enh value, rising.
SMILES	Mac1 fbg enh
COC(=O)c1ccc(OC(=O)CCN2C(=O)C3CCCCC3C2=O)cc1 (stereo not drawn)	-4
CC1CCCCC1NC(=O)/C(C#N)=C/c1ccc(OCC(N)=O)cc1 (stereo not drawn)	-3
COc1ccc(C)cc1-n1nnnc1SCC(=O)NNC(=O)c1ccc([N+](=O)[O-])cc1	0
O=C(COC(=O)Cc1c(Cl)cccc1Cl)NCCC1=CCCCC1	2
CC(C)c1ccc(OCC(=O)Nc2ccc(OC(F)(F)F)cc2)cc1	20

# Remaining list, next part
SMILES,Mac1 fbg enh,CD11b adhes inh
COc1ccc(-c2cc(C(=O)OCC(=O)Nc3ccc4c(c3)OCO4)c3ccccc3n2)cc1,66,4
O=C(Nc1ccc(S(=O)(=O)N2CCCC2)cc1)c1ccc(CN2CCc3ccccc3C2)cc1,-11,107
CCOC(=O)c1c(NC(=S)Nc2ccccc2C)sc2c1CCC2,3,-1
Cc1nn(Cc2ccccc2)c(C)c1C(=O)NCCN1C(=O)S/C(=C\c2ccccc2)C1=O,10,14
C/C=C/C(=O)OCC(=O)Nc1cc(-c2cc(C)c(C)cc2C)nn1-c1ccccc1,-3,8
CCCOc1ccc(N2C(=O)CC(N(Cc3ccc(OC)cc3)C(=S)Nc3ccccc3)C2=O)cc1 (stereo not drawn),0,-32
CC(Sc1nnc(-c2ccccc2)c(-c2ccccc2)n1)C(=O)Nc1ncc(Cl)cc1Cl (stereo not drawn),-5,76
CCCCNC(=O)c1cccc2c(=O)c(C)c(-c3ccccc3)oc12,-3,2
O=[N+]([O-])c1ccc2sc(SCc3nc4ccccn4c3Br)nc2c1,6,21
COc1cc(/C(C)=N/NC(=S)NC(C)C)cc(OC)c1OC,0,-5
CCN(CC)S(=O)(=O)c1ccc(-c2nnc(SCC(=O)N3c4ccccc4CC3C)n2CC)cc1 (stereo not drawn),-3,-22
CN1CCN(/N=C/c2nc(-c3ccccc3Cl)n3ccccc23)CC1,0,1
CC1CCCCN1C(=S)NCc1ccccc1 (stereo not drawn),1,-22
O=C(NNC(=O)c1ccco1)c1ccccc1,4,-4
COc1ccc(/C=N/NC(=O)CC(=O)NCc2cccnc2)c(OC)c1,-4,-7
Cc1cc(C(=O)OCC(=O)N2CC(=O)Nc3ccccc32)c(C)n1-c1ccc(F)cc1,-2,57
CCOc1ccc(-n2cc(-c3ccccc3)c3c(SC(C)C(=O)OC)ncnc32)cc1 (stereo not drawn),8,-18
CCOc1ccc(/C=N/NC(=O)C2(O)c3ccccc3-c3ccccc32)cc1,1,-4
CCCCN(C)CC(O)Cn1cc(/C=C/C(=O)c2cccs2)c2ccccc21 (stereo not drawn),-4,-21
O=C(COC(=O)c1ccc(S(=O)(=O)NCc2ccco2)cc1)c1ccccc1,0,-4
O=C(COc1ccccc1)NNC(=O)c1cc2ccccc2oc1=O,-4,0
CCOc1ccc(Br)cc1S(=O)(=O)Nc1ccc(C(=O)OC(C)C(=O)N(C)c2ccccc2)cc1 (stereo not drawn),0,9
CC(C)P(=O)(c1cccc(C(=O)O)c1)C(C)C,-1,-8
Cc1cc(C)n2nc(CC(=O)NCc3ccccc3Cl)nc2n1,-2,-2
O=C(O)CCN1C(=O)c2ccc(NC(=O)CSc3ccccc3)cc2C1=O,-2,10

# CD11b adhes inh, what is marked active above.
SMILES,Mac1 fbg enh,CD11b adhes inh
CC(C)c1ccc(S(=O)(=O)/N=C2/C=C(Sc3ncn[nH]3)C(=O)c3ccccc32)cc1,-4,102*

# (next part)
SMILES,Mac1 fbg enh,CD11b adhes inh
C(=Nc1ccc(Nc2ccccc2)cc1)c1ccc2ccccc2c1,0,19
CCCC1N2CC3([N+](=O)[O-])CN1CC([N+](=O)[O-])(C2)C3(C)C (stereo not drawn),-1,4
Cc1cc(SCC(=O)NCCN2C(=O)CSC2=O)nc2ccccc12,-4,13
Cc1ccc(CNC(=S)Nc2ccc(OC(F)F)cc2C)cc1,-2,12
C=CCn1c(COc2cccc(C)c2)nnc1SCC(=O)c1c[nH]c2c(CC)cccc12,21,5
COc1ccc(N(CC(=O)N/N=C/c2ccc(OC3CSC3)cc2)S(=O)(=O)c2ccccc2)cc1,-4,11
O=C(/C=C/c1ccccc1[N+](=O)[O-])NCc1cccnc1,-3,-4
N#C/C(=C\c1ccc([N+](=O)[O-])o1)c1nc2ccccc2[nH]1,98,-21
O=C(Cn1c(COc2ccc(Cl)cc2)nc2ccccc21)NCC(F)(F)F,-5,6
O=C(Cc1ccccc1)Nc1ccc(NC(=O)c2cccc(Cl)c2)cc1,66,-16
C=C(C(=O)c1ccccc1)C(C)C(=C)C(=O)c1ccccc1,5,12
CCN(CC(=O)Nc1ccc(NC(C)=O)cc1)C(=O)COc1ccc(C(=O)c2ccccc2)cc1,0,3
NNC(=O)c1cccc(COc2ccc(Br)cc2)c1,-5,13
COc1ccc(-c2nc(-c3cccc([N+](=O)[O-])c3O)cc(=O)o2)cc1OC,6,-9
CCC(C)NC(=O)c1ccccc1NC(=O)c1ccc(CSc2ccccc2)cc1 (stereo not drawn),1,-15
O=[N+]([O-])c1ccc(-c2cn(-c3ccccc3)c(=S)[nH]2)cc1,94,-3
CC(C(=O)Nc1ccccc1-c1ccccc1)N1CCN(S(=O)(=O)c2ccccc2)CC1 (stereo not drawn),-3,-1
Cc1c(N2C(=O)C(=O)/C(=C(/O)c3ccccc3)C2c2ccc(F)cc2)c(=O)n(-c2ccccc2)n1C (stereo not drawn),0,-9
Cc1cccc(C(=O)Oc2coc(CSc3nnc(NC(=O)C4CC4)s3)cc2=O)c1,7,-15
COc1ccc(-c2nc3ccccc3o2)cc1NC(=O)CSc1ccc(Cl)cc1,7,-33
COc1ccc(NC(=O)CN2C(=O)C(c3ccccc3)=NC23CCCCCC3)cc1OC,-1,-4
Cc1ccnc(NS(=O)(=O)c2cnc(Cl)c(Br)c2)c1,-2,16
CCOC(=O)c1cc(-c2ccccc2)sc1NC(=O)CCN1C(=O)c2ccccc2C1=O,2,1
C/C(=N\NS(=O)(=O)c1ccccc1)c1cccc(NC(=O)c2cccc(Cl)c2)c1,10,-10
CCOc1ccccc1N(C(=O)Nc1ccc(Cl)cc1)C1=NCCS1,-1,1

# 3 structures out of the list, arranged by SMILES length, rising.
SMILES,Mac1 fbg enh,CD11b adhes inh
Cc1ccc(CNC(=S)Nc2ccc(OC(F)F)cc2C)cc1,-2,12
CCOC(=O)c1cc(-c2ccccc2)sc1NC(=O)CCN1C(=O)c2ccccc2C1=O,2,1
C/C(=N\NS(=O)(=O)c1ccccc1)c1cccc(NC(=O)c2cccc(Cl)c2)c1,10,-10

# Random excerpt: 6 entries already listed.
SMILES,Mac1 fbg enh,CD11b adhes inh
COc1ccc(-c2nc3ccccc3o2)cc1NC(=O)CSc1ccc(Cl)cc1,7,-33
N#C/C(=C\c1ccc([N+](=O)[O-])o1)c1nc2ccccc2[nH]1,98,-21
Cc1cccc(C(=O)Oc2coc(CSc3nnc(NC(=O)C4CC4)s3)cc2=O)c1,7,-15
CCOc1ccccc1N(C(=O)Nc1ccc(Cl)cc1)C1=NCCS1,-1,1
CCC(C)NC(=O)c1ccccc1NC(=O)c1ccc(CSc2ccccc2)cc1 (stereo not drawn),1,-15
CCN(CC(=O)Nc1ccc(NC(C)=O)cc1)C(=O)COc1ccc(C(=O)c2ccccc2)cc1,0,3

# Other records:
SMILES,Mac1 fbg enh,CD11b adhes inh
c1ccc(Oc2cc(-c3ccccc3)nc(-c3ccccc3)n2)cc1,-1,-4
Cc1cccc(NC(=S)Nc2ccc3cn[nH]c3c2)c1,0,-15
Cc1ccc(C(C)C)c(OCc2ccc(C(=O)N/N=C/c3ccc(O)cc3O)cc2)c1,54,3
CSc1nsc(SCC(=O)Nc2nc3ccc(C)cc3s2)n1,26,1
COc1cc(C(=O)NNC2=CC(=O)CC(C)(C)C2)cc(OC)c1OC,0,3
COc1ccc(NC(=O)c2cc(SC)ccc2Cl)cc1,2,6
CN(C)S(=O)(=O)c1cccc(NC(=S)N/N=C/C(=O)c2ccccc2)c1,-5,14
COc1ccc(-c2ncccc2OC(=O)C23CC4CC(CC(C4)C2)C3)cc1,10,15
CC(c1ccco1)N(C(=O)c1ccccc1NS(=O)(=O)c1ccc(Cl)cc1)c1ccccn1 (stereo not drawn),-5,66
Cc1cccc2nc(CSc3nc4ccc([N+](=O)[O-])cc4[nH]3)cn12,8,20
CCc1cc(C(c2ccccn2)N2CCN(C)CC2)c(NC(=O)c2ccccc2)s1 (stereo not drawn),3,-10
Cc1ccc(C23CC4CC(CC(C(=O)OCC(=O)NC5CCS(=O)(=O)C5)(C4)C2)C3)cc1 (stereo not drawn),-4,6
CN1CCN(/N=C/c2ccc(Cl)c(Cl)c2)CC1,-1,2
CC(C)[C@H](NC(=O)c1ccccc1)C(=O)OCC(=O)N1CC(=O)Nc2ccccc21,-4,-8
COCc1cc(=O)[nH]c(Sc2c(-c3ccccc3)c3ccc(Cl)cc3[nH]c2=O)n1,4,-26
CCOc1cc(-c2c(C#N)c(N)nc3c2CCc2ccccc2-3)ccc1O,1,18
O=C1OCCC1Sc1nnc(-c2ccc(Cl)cc2)n1Cc1ccccc1 (stereo not drawn),6,-6
COC(=O)c1c(C)oc2ccc(N(C(=O)c3ccncc3)S(=O)(=O)c3ccc4ccccc4c3)cc12,-11,100
COc1ccc(OC2C(=O)N(c3cc(C)ccc3C)C2c2ccc(OC)c(OC)c2)cc1 (stereo not drawn),0,-5
COc1ccc(C(NC(=O)c2c(F)c(F)c(F)c(F)c2F)c2ccccc2)cc1 (stereo not drawn),-3,4
O=C(Nc1cccc(Cl)c1)Nc1cc(S(=O)(=O)N2CCCCC2)ccc1Cl,-9,99
FC(F)(F)c1ccc(N=Cc2sc(N3CCOCC3)nc2-c2ccccc2)cc1,16,5
CCc1ccccc1NCC(=O)Nc1ccccc1C(=O)OC,-3,-4
CC(C)C(=O)NC(c1cccs1)c1cc([N+](=O)[O-])c2cccnc2c1O (stereo not drawn),-2,-16
O=[N+]([O-])c1ccc(O)c(/C=N/Nc2ccccn2)c1,29,-18
COc1ccc2oc(-c3cccc(NC(=O)CSc4ccc(Cl)cc4)c3)nc2c1,13,14
CC(=O)c1cccc(NS(=O)(=O)c2ccc(N/C=C/C(=O)c3ccc(F)cc3)cc2)c1,-8,98
CCOc1ccc(N2CC(C(=O)Nc3cc(C)on3)CC2=O)cc1 (stereo not drawn),-6,-6
CC1CCN(C(=O)CSc2nc3[nH]ncc3c(=O)[nH]2)CC1,-5,0
